# Screening data: PubChem, National Center for Advancing Translational Sciences (NCATS)
# HP1b binding inh = inhibitors of HP1-beta chromodomain binding to methylated histone tails; P83916; AlphaScreen HP1-beta / biotin-H3K9me3 peptide binding; Potency, µM (highest dose often 114 µM), inactives show at the top dose activity change, negative = inhibition, hits mostly inhibitors; actives 0.56% (n = 390,000); AID 540317; also: nearly all actives have a fitted effect of over 70% in size; inactives centre near 23
#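 AlphaScreen: HP1-beta (50 nM) preformed 30 min with biotin-H3(1-18)K9me3 peptide (50 nM) in PBS pH 7.4, 0.01% Tween-20. Compound added for 30 min at RT, then streptavidin donor/nickel chelate acceptor beads (10 ug/mL) for 30 min.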
# GLS inhibitor = blocks human kidney-isoform glutaminase activity; Potency, µM (top dose mostly 45.5 µM), for inactives: top-dose activity change, negative = inhibition, usual class: inhibitors; GLS enzymatic activity, qHTS titration; actives 0.21% (n = 410,000); also: % is scaled to controls: 0 for no effect and ±100 for the full control effect
# Target sequence (O94925 whole entry, looked up, canonical isoform): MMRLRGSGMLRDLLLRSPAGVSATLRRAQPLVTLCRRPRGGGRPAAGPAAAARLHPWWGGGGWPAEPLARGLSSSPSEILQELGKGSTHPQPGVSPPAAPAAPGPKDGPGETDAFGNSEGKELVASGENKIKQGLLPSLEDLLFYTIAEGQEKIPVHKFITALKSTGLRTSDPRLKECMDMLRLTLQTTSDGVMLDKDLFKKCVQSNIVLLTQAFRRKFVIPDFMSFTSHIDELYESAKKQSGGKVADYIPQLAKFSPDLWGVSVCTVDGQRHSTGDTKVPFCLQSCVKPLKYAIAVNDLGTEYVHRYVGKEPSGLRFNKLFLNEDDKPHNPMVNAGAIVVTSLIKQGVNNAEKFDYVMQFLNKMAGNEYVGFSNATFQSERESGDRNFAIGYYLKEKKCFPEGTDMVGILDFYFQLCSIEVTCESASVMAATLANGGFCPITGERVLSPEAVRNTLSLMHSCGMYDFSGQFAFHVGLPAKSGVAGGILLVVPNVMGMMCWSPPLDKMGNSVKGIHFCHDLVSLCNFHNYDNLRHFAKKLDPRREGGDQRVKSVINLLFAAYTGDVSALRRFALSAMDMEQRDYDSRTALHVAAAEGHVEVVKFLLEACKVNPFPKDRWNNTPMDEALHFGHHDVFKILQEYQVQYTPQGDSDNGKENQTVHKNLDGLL
#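 hKGA in 45 mM KH2PO4 (pH 8.2), 0.02% Tween-20 with compound, then 1mM L-Glutamine (stock as added) plus glutamate oxidase/HRP/Amplex red coupling mix. Fluorescence read initially and after 30 min at RT; signal change reflects glutamate formation.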
# JMJD2A Tudor inh = inhibitors of human JMJD2A Tudor domain. AlphaScreen JMJD2A-Tudor / H3K4me3 peptide binding. O75164. Potency, µM (titrated, usually from 114 µM), for the others: top-dose activity change, negative = inhibition, most hits filed as inhibitors. actives 4.4% (n = 390,000); also: % is scaled to controls: 0 for no effect and ±100 for the full control effect; nearly all actives have a fitted effect of over 50% in size
# POLH inh = DNA polymerase eta (human) inhibition. Q9Y253. recombinant Pol eta, fluorescent DNA replication assay. Potency, µM (highest dose often 114 µM), for inactives: top-dose activity change, negative = inhibition, actives largely listed as inhibitors. actives 1.2% (n = 390,000). AID 588591; also: % is scaled to controls: 0 for no effect and ±100 for the full control effect
#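 Pol eta at 10 nM preincubated with compounds 15 min at room temperature; reaction started with fluorescent substrate (50 nM final) and read kinetically at 0 and 10 min.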
# G9a inh = inhibitors of human histone lysine methyltransferase G9a. Q96KQ7. G9a H3K9 monomethylation, AlphaScreen, 2 h. Potency, µM (highest dose often 102 µM), without a hit: at the highest dose activity, negative = inhibition, most hits filed as inhibitors. actives 8.8% (n = 350,000). AID 504332; also: % is scaled to controls: 0 for no effect and ±100 for the full control effect; nearly all actives have a fitted effect of over 75% in size
# Target sequence (Q96KQ7 913-1193 limits assumed): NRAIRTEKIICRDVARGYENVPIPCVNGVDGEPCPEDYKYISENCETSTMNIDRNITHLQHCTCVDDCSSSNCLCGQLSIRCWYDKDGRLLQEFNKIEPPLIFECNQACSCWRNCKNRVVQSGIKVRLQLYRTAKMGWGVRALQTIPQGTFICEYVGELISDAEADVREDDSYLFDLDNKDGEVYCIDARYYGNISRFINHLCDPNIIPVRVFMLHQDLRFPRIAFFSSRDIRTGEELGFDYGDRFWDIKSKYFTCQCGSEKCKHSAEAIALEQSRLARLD
#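 Chemiluminescent proximity detection of H3K9 monomethylation, read after 10 min bead incubation in the dark. Reaction: 20 nM G9a, 500 nM biotin-H3K9 peptide, 20 uM SAM cofactor, 2 h, room temperature, following 15 min enzyme-compound preincubation.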
# Pin1 inhibitor = inhibitors of human Pin1. actives 0.009% (n = 390,000). Potency, µM (top dose mostly 115 µM), for inactives: top-dose activity, negative = inhibition, hits mostly inhibitors. Pin1 FP peptide displacement, HiFluor488, 10 min. AID 504891. Q13526; active = well fitted inhibition curve with a large enough effect in the polarisation, with a control signal flat, not every such curve was filed as active; inconclusive = small, poorly fitted or top-dose-only effect, or effect the other way, or a change in a side signal; inactive = no such curve, though single readings can be large or run the other way; the % refers to the polarisation; also: % is scaled to controls: 0 for no effect and ±100 for the full control effect
# * = called active by the depositor; ? = inconclusive; · = not tested or not shown; [ ] = another dose, or the depositor's remark. Unless noted, calls follow the shape of the dose curve; as a rule, active = well fitted curve in the direction sought with a large enough effect; inconclusive = small, poorly fitted or top-dose-only effect, or another doubt; inactive = no such curve, though single readings can be large; an effect the other way counts as inactive or inconclusive. Potency is read from the fitted curve at half-maximal effect.
HP1b binding inh | GLS inhibitor | JMJD2A Tudor inh | POLH inh | G9a inh | Pin1 inhibitor | structure
· | · | ? | · | · | 6.9% | O=S1(=O)N=C(Oc2cccc(Br)c2)c2ccccc21
· | · | -22.6% | · | · | 7.4% | C#Cc1nc(Nc2cccc(Cl)c2)nc(NC2CCCC2)n1
· | · | -17.1% | · | · | 29.1% | Cn1nnnc1Sc1ncnc2scc(-c3ccc4ccccc4c3)c12
· | · | ? | · | · | -6.9% | O=[N+]([O-])c1ccccc1NCc1ccc(O)c2ncccc12
· | · | ? | · | · | 5.1% | NCCCNc1ncnc2ccc(-c3ccc4c(c3)OCO4)cc12
· | · | -14.4% | · | · | 11.4% | CC(C)(C)OC(=O)Cc1nnc(-c2cc3ccccc3[nH]2)s1
· | · | -19.2% | · | · | -0.1% | O=C(CNC(=O)C1CCCCC1)OC(C(=O)Nc1cc(C(F)(F)F)ccc1Cl)c1ccccc1 (stereo not drawn)
· | · | ? | · | · | -4.9% | CCC(=O)NC(c1cc(Cl)c2cccnc2c1O)c1cccn1C (stereo not drawn)
16.6%[57 µM] | · | -13.8%[57.1 µM] | · | · | · | CCn1nc(-c2ccccc2C)nc2c(=O)n(C)c(=O)nc1-2
-7.7%[57 µM] | · | ? | · | · | · | CC(=O)NC1=CC(=O)c2nonc2C1=O
· | · | · | -0.5%[57.1 µM] | 9.2%[12.7 µM] | · | CC(=O)SC1CC2=CC(=O)CC[C@]2(C)C2CC[C@@]3(C)[C@@H](CC[C@@]34CCC(=O)O4)C12 (stereo partly drawn)
· | · | · | -5.7%[57.1 µM] | 4.3%[12.7 µM] | · | COC(=O)c1c(-c2cc(OC)c(OC)c(OC)c2)c2ccnc(OCc3ncccn3)c2c(=O)n1Cc1ccnc(C)c1

# Further structures
HP1b binding inh | GLS inhibitor | JMJD2A Tudor inh | POLH inh | G9a inh | Pin1 inhibitor | structure
· | · | · | -9.5%[57.1 µM] | 0.501µM* | · | C[N+](C)(C)CCC(=O)c1cccc2ccccc12
· | · | · | -6.3%[57.1 µM] | 9.4%[12.7 µM] | · | CC(=O)O[C@H]1C[C@@H]2CCC3C(CC[C@@]4(C)[C@H]3C[C@H]([N+]3(C)CCCCC3)[C@@H]4OC(C)=O)[C@@]2(C)C[C@@H]1[N+]1(C)CCCCC1 (stereo partly drawn)
· | · | · | -2.5%[57.1 µM] | 7.0% | · | Nc1ncnc2c1ncn2[C@@H]1O[C@H](COP(=O)(O)OP(=O)(O)OP(=O)(O)OP(=O)(O)OC[C@@H]2O[C@H](n3cnc4c(N)ncnc43)[C@@H](O)[C@@H]2O)[C@H](O)[C@H]1O
· | · | · | 14.1µM* | 2.6%[12.7 µM] | · | C=C/C(C)=C/[C@@]1(C)SC(=O)C(C)=C1O
· | · | · | ? | ? | · | COc1ccccc1NC(=O)Nc1nc(-c2cccnc2)nc2ccccc12
· | · | · | -12.2%[57.1 µM] | 27.3%[12.7 µM] | · | COc1cc2c(cc1C(F)(F)F)N(C(=O)Nc1cc(F)cc(-c3cccnc3)c1)CC2
· | · | · | -0.9%[57.1 µM] | 18.2%[12.7 µM] | · | C[C@]12CCC(=O)C=C1CC[C@@H]1C2[C@@H](O)C[C@@]2(C)[C@H]1CC[C@]2(O)C(=O)CO (stereo partly drawn)
· | · | · | -2.0%[57.1 µM] | 15.4%[12.7 µM] | · | CN(C)CCCO[C@H]1C([C@H](O)CO)O[C@@H]2OC(C)(C)O[C@@H]21 (stereo partly drawn)
· | · | · | -0.5%[57.1 µM] | 15.8µM* | · | CC(C)C[C@H](N)CSSC[C@@H](N)CC(C)C
· | · | · | -6.2%[57.1 µM] | 55.8%[activator][12.7 µM] | · | CC(C)C1NC(=O)[C@H](CCCCN)NC(=O)[C@@H](Cc2c[nH]c3ccccc23)NC(=O)[C@H](Cc2ccc(O)cc2)NC(=O)[C@H](C)N(C)C(=O)[C@H](Cc2ccccc2)NC1=O (stereo partly drawn)
· | · | · | -5.8%[57.1 µM] | 27.6%[12.7 µM] | · | Nc1ncnc2c1ncn2[C@@H]1O[C@H](CO)[C@H](O)[C@H]1O
· | · | · | -4.1%[57.1 µM] | 32.2%[activator][12.7 µM] | · | C[C@]12C[C@H](O)C3[C@@H](CCC4=CC(=O)CC[C@@]43C)[C@@H]1CC[C@@H]2C(=O)CO (stereo partly drawn)

# (more compounds)
HP1b binding inh | GLS inhibitor | JMJD2A Tudor inh | POLH inh | G9a inh | Pin1 inhibitor | structure
· | · | · | -2.2%[57.1 µM] | 20µM* | · | CCCCCCCCCCCCCCC/C=C/[C@@H](O)[C@H](NC(=O)CCCCCCCCCCCCC)OC (tested in a mixture with another compound)
· | -10.3% | · | · | 27.6%[59 µM] | · | Nc1ncn(C2C[C@H](O)[C@@H](CO)O2)c(=O)n1 (stereo partly drawn)
· | 3.3% | · | · | -50.3%[12.7 µM] | · | CC(C)OC(=O)Nc1ccc2nc(-c3cscn3)[nH]c2c1
· | -0.9% | · | · | 25.7%[59 µM] | · | NC(CSSCC(N)C(=O)O)C(=O)O (stereo not drawn)
· | -2.0% | · | · | 10.4%[59 µM] | · | CCC(=O)OCC(=O)[C@@]1(OC(=O)CC)[C@@H](C)C[C@H]2[C@@H]3CCC4=CC(=O)C=C[C@]4(C)[C@@]3(F)[C@@H](O)C[C@@]21C
· | 20.1% | · | · | 17.8µM* | · | CCc1ccc2c(c1)N(C[C@H](C)CN(C)C)c1ccccc1S2
· | 2.4% | · | · | ? | · | COc1ccc(CC(N)C(=O)NC2C(CO)OC(n3cnc4c(N(C)C)ncnc43)C2O)cc1 (stereo not drawn)
· | -4.0% | · | · | 2.0%[12.7 µM] | · | CC(C)CCCC(C)C1CC(=O)C2=C3CCC4CC(O)CCC4(C)C3CCC21C (stereo not drawn)
· | -15.1%[20 µM] | · | · | -25.1%[21.5 µM] | · | CCCC[C@H](CC)CN1CN(C[C@@H](CC)CCCC)CC(C)(N)C1
· | 20.1% | · | · | -47.0%[59 µM] | · | O=C(O)c1ccccc1-c1c2ccc(=O)cc-2oc2cc(O)ccc12
· | 11.3% | · | · | ? | · | C=C1CC[C@H](O)C/C1=C/C=C1\CCC[C@]2(C)[C@@H]([C@H](C)CC[C@@H](O)C(C)(C)O)CC[C@@H]12
· | -7.0% | · | · | 37.2%[59 µM] | · | C[C@H]1OC(OC2C(O)[C@@H](O)C(OC3C(O)[C@@H](O)C(O)O[C@@H]3CO)O[C@@H]2CO)[C@H](O)C(O)C1N[C@H]1C=C(CO)[C@@H](O)[C@H](O)C1O (stereo partly drawn)

# Continued; the last 3 above are carried over.
HP1b binding inh | GLS inhibitor | JMJD2A Tudor inh | POLH inh | G9a inh | Pin1 inhibitor | structure
· | 20.1% | · | · | -47.0%[59 µM] | · | O=C(O)c1ccccc1-c1c2ccc(=O)cc-2oc2cc(O)ccc12
· | 11.3% | · | · | ? | · | C=C1CC[C@H](O)C/C1=C/C=C1\CCC[C@]2(C)[C@@H]([C@H](C)CC[C@@H](O)C(C)(C)O)CC[C@@H]12
· | -7.0% | · | · | 37.2%[59 µM] | · | C[C@H]1OC(OC2C(O)[C@@H](O)C(OC3C(O)[C@@H](O)C(O)O[C@@H]3CO)O[C@@H]2CO)[C@H](O)C(O)C1N[C@H]1C=C(CO)[C@@H](O)[C@H](O)C1O (stereo partly drawn)
· | 55.0%[activator][20 µM] | · | · | 39.2%[21.5 µM] | · | COc1ccc(C[C@@](C)(N)C(=O)O)cc1OC
· | -23.5% | · | · | ? | · | CC(C)(C)c1ccc(CN2CCN([C@H](c3ccccc3)c3ccc(Cl)cc3)CC2)cc1
· | 6.5% | · | · | -2.3%[12.7 µM] | · | CN(Cc1ccccc1)Cc1ccccc1
· | 44.8%[activator] | · | · | 25.1µM* | · | CCCCCCCCCCCCCCCCCC(=O)OCC(C)O (stereo not drawn)
· | 23.6% | · | · | -8.4%[12.7 µM] | · | COC(=O)C[C@](O)(CCCC(C)(C)O)C(=O)O[C@@H]1C(OC)=C[C@]23CCCN2CCc2cc4c(cc2[C@H]13)OCO4
· | ? | · | · | ? | · | CO/N=C(/C(=O)N[C@@H]1C(=O)N2C(C(=O)O)=CCS[C@H]12)c1csc(N)n1
· | 14.1% | · | · | -1.5%[12.7 µM] | · | CC(C)(Oc1ccc(C2CCCc3ccccc32)cc1)C(=O)O (stereo not drawn)
· | 2.9% | · | · | -20.2%[12.7 µM] | · | CS(=O)(=O)OCC(O)C(O)COS(C)(=O)=O (stereo not drawn)
· | 1.5% | · | · | -14.4%[2.33 µM] | · | CCC(=O)OCC(=O)C1(OC(=O)CC)C(C)CC2C3CCC4=CC(=O)C=CC4(C)C3(Cl)C(O)CC21C (stereo not drawn)

# Grouped by structure, those above containing a carbonyl joined to an NH by a bond outside any ring.
HP1b binding inh | GLS inhibitor | JMJD2A Tudor inh | POLH inh | G9a inh | Pin1 inhibitor | structure
· | · | -19.2% | · | · | -0.1% | O=C(CNC(=O)C1CCCCC1)OC(C(=O)Nc1cc(C(F)(F)F)ccc1Cl)c1ccccc1 (stereo not drawn)
· | · | ? | · | · | -4.9% | CCC(=O)NC(c1cc(Cl)c2cccnc2c1O)c1cccn1C (stereo not drawn)
-7.7%[57 µM] | · | ? | · | · | · | CC(=O)NC1=CC(=O)c2nonc2C1=O
· | · | · | ? | ? | · | COc1ccccc1NC(=O)Nc1nc(-c2cccnc2)nc2ccccc12
· | · | · | -12.2%[57.1 µM] | 27.3%[12.7 µM] | · | COc1cc2c(cc1C(F)(F)F)N(C(=O)Nc1cc(F)cc(-c3cccnc3)c1)CC2
· | · | · | -2.2%[57.1 µM] | 20µM* | · | CCCCCCCCCCCCCCC/C=C/[C@@H](O)[C@H](NC(=O)CCCCCCCCCCCCC)OC (tested in a mixture with another compound)
· | 3.3% | · | · | -50.3%[12.7 µM] | · | CC(C)OC(=O)Nc1ccc2nc(-c3cscn3)[nH]c2c1
· | 2.4% | · | · | ? | · | COc1ccc(CC(N)C(=O)NC2C(CO)OC(n3cnc4c(N(C)C)ncnc43)C2O)cc1 (stereo not drawn)
· | ? | · | · | ? | · | CO/N=C(/C(=O)N[C@@H]1C(=O)N2C(C(=O)O)=CCS[C@H]12)c1csc(N)n1

# Some of the compounds tested; count on the stated rates, not on these rows.
